Bioassay records: PubChem, several laboratories
NPY-Y2 PAM-ag = NPY-Y2 potentiators or agonists, primary screen, cell-based; 220,000 compounds, 0.45% hits; activation, % at 3.6 µM; cells expressing NPY-Y2, potentiator/agonist read-out; AID 1359, 2008; in the data active = activation above about 27%;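 note: cells stimulated with NPY near EC25 plus isoproterenol at EC100; 0% = vehicle plus submaximal agonist and 100% = vehicle plus saturating agonist; some results beyond the cut were filed as inactive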
Target sequence (P49146 whole entry, looked up): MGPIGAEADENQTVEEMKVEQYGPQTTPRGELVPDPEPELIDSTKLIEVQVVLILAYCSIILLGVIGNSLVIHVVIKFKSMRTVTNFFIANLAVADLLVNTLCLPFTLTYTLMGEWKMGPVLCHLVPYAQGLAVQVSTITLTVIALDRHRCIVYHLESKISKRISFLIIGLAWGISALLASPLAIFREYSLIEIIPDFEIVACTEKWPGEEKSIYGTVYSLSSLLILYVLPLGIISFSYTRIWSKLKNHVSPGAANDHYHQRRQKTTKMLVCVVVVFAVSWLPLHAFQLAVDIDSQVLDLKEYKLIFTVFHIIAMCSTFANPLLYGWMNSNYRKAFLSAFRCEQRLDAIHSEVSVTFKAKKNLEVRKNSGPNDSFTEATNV
Wee1 degr inh = Wee1 degradation inhibitors, primary screen, cell-based, HeLa, Wee1K328M-luciferase, luminescence. HeLa Luc-Wee1K328M stability; 100% = proteasome inhibitor MG132 effect. Wee1-like protein kinase (Homo sapiens), P30291. reporter increase, % at 5 µM. AID 1321, 2008. 220,000 compounds, 1.2% hits;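 active = activation above the mean of all tested compounds plus 3 SD, set per screening run, cut at about 8.8% in these data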;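 note: cells exposed to compound for 20 h before luminescence read; 0% = DMSO alone and 100% = MG132 at 30 µM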
Target sequence (P30291 whole entry K328M): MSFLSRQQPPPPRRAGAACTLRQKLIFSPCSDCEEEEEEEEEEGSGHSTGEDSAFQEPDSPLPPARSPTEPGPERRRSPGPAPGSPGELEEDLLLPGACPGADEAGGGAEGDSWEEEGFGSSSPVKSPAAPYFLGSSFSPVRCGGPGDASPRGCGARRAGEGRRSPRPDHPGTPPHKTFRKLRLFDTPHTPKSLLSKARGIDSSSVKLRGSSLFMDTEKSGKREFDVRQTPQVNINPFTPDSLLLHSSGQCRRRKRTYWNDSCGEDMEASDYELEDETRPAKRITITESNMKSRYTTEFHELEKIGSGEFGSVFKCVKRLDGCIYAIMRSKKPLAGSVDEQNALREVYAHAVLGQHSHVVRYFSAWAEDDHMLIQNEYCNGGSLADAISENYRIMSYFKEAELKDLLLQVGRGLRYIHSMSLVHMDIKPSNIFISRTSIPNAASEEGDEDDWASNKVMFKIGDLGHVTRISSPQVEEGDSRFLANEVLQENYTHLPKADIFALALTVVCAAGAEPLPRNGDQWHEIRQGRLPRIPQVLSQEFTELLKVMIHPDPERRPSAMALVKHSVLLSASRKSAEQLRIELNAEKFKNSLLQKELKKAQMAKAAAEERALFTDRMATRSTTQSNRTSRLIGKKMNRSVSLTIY
eIF4E-4G inh = eIF4E–eIF4G protein interaction inhibitors, primary screen, biochemical, uHTS, TR-FRET, eIF4GI fragment | Eukaryotic translation initiation factor 4E (Mus musculus) + Eukaryotic translation … | TR-FRET eIF4E-eIF4GI(517-606) binding, 2 h | inhibition, % at 21.7 µM | 220,000 compounds, 0.37% hits | AID 782, 2007;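 active = inhibition above about 30%, limit read from the data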;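 note: 0% = full FRET control wells and 100% = background wells lacking eIF4GI fragment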
Ba/F3 V617F tox = reduced viability of JAK2V617F-dependent Ba/F3 cells, primary screen, JAK2V617F inhibitor project, cell-based, Ba/F3 EpoR-JAK2V617F, luminescence; 220,000 compounds, 1.1% hits; AID 1446, 2008; inhibition, % at 5.6 µM; ATP luminescence;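 active = inhibition above the campaign mean plus 3 SD over all tested compounds, cut at about 24% in these data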;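 note: cytokine-independent growth of Ba/F3 cells driven by EpoR plus mutant JAK2; 0% = DMSO-treated cells and 100% = JAK inhibitor I control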
BaF3 tox = parental Ba/F3 cell viability inhibition, counter-screen for JAK2V617F inhibitor project, murine pro-B, CellTiter-Glo luminescence; inhibition, % at 5.6 µM; CellTiter-Glo ATP luminescence; 220,000 compounds, 1.1% hits;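 active = inhibition above a per-campaign cutoff, the mean inhibition of all tested compounds plus 3 SD, cut at about 27% in these data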;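 note: 0% = DMSO wells and 100% = JAK Inhibitor I control wells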
PERK inh = block of dimerizer-induced PERK translation repression, primary screen, PERK inhibitor project, CHO PERK-DD cells, SEAP luminescence, HTS. AID 1416, 2008. Eukaryotic translation initiation factor 2-alpha kinase 3 (Homo sapiens), Q9NZJ5. 220,000 compounds, 0.17% hits. inhibition, % at 5.6 µM. CHO PERK-DD fusion, SEAP luminescence translation reporter;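 active = inhibition above the mean inhibition of all tested compounds plus 3 SD, set separately per screening campaign, cut at about 2.9% in these data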;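 note: PERK kinase domain activated by AP20187 dimerizer at 100 nM; 0% = DMSO with dimerizer and 100% = rapamycin at 8.4 µM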
Mdm2 ligase inh = MDM2-luciferase reporter signal enhancers, primary screen, MDM2 E3 ligase inhibitor project, cell-based, luminescence, 1536-well; cell-based MDM2 ubiquitination luciferase reporter, 2 h; 0 = plate control, 100 = twice control, blank-subtracted; AID 1230, 2008; 210,000 compounds, 0.11% hits; signal enhancement, % at 5 µM;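 active = signal enhancement of 30% or more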;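 note: luminescence tracks abundance of the self-degrading MDM2-luciferase fusion protein; higher signal means inhibition of MDM2 E3 ligase activity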
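test system = mammalian cells stably expressing self-ubiquitinating, self-degrading MDM2 E3–luciferase fusion | quantity = 2000 cells/well | incubation = cell settling 4 h, compound treatment 2 h, both 37 °C | signal = luminescence with SteadyLite reagent, 15 min at room temperature | evaluation = % enhancement relative to plate controls after blank subtraction | benchmarks = plate controls and plate blanks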
S1P4 ag = S1P4 receptor agonists, primary screen, cell-based. Sphingosine 1-phosphate receptor 4 (Homo sapiens), O95977. S1P4-expressing cell line, agonist reporter assay. activation, % at 4.98 µM. 220,000 compounds, 0.35% hits. AID 1509, 2009; in the data active = activation above about 11%;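 note: 0% = DMSO vehicle and 100% = reference agonist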
S1P4 antag = S1P4 receptor antagonists, primary screen, cell-based. S1P4-expressing cells, antagonist mode, reporter read-out. 220,000 compounds, 0.26% hits. AID 1510, 2009. inhibition, % at 4.98 µM. Sphingosine 1-phosphate receptor 4 (Homo sapiens), O95977; in the data active = inhibition above about 29%;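 note: 0% = wells stimulated with agonist and 100% = vehicle wells without agonist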
An asterisk follows results filed as active; . = no result given; [ ] = dose if it differs, or a comment.

structure	NPY-Y2 PAM-ag	Wee1 degr inh	eIF4E-4G inh	Ba/F3 V617F tox	BaF3 tox	PERK inh	Mdm2 ligase inh	S1P4 ag	S1P4 antag
CC(=O)Nc1ccc(NC(=O)CSc2nnc(-c3ccccc3)n2Cc2ccc3c(c2)OCO3)cc1	12	-1	-14	-2	4	-0.6	0	-2.4	-12
CCn1c(C(c2ccccc2)c2ccccc2)n[nH]c1=S	-3	-1	-5	-5	-1	0.5	-19	0.8	-8
O=C(Nc1ccon1)C1CCN(S(=O)(=O)c2cccs2)CC1	-4	-2	4[fluorescence artefact?]	2	3	-0.1	-5	-0.8	-1
O=S(=O)(Nc1ccccc1N1CCCCC1)c1ccc(F)cc1	-9	-1	0	3	3	3.2*	-10	-0.8	-3
O=C(Nc1ccc(Oc2ccc(NC(=O)Nc3ccc([N+](=O)[O-])cc3)cc2)cc1)Nc1ccc([N+](=O)[O-])cc1	2	-3	-2	-2	1	1.1	-7	1.2	0
COC(=O)c1ccc(COC(=O)CNC(=O)c2ccco2)cc1	-4	1	-6	-2	5	-0.5	-3	-1.2	-27
O=C(O)CCn1nnc(-c2ccccc2)n1	-7	-2	-6	3	10	1.0	1	2.6	12
O=c1c2c(nc3cc(-c4cccc(Cl)c4)[nH]n13)CCCC2	-5	-1	-1	1	7	0.6	-43	0.7	-14
COc1ccc(N2C(=O)C3CC(C)=C(C)CC3C2=O)c(OC)c1 (centres undefined)	-1	2	7[fluorescence artefact?]	-1	6	0.1	-19	-2.0	-8
CC(C)(C)C(=O)C[n+]1cccc(C(N)=O)c1	-2	0	-1	2	6	1.1	-1	-1.1	-1
N/C(=N/OCc1cccc([N+](=O)[O-])c1)c1nonc1N	12	-1	8	-6	2	1.4	-5	-0.2	-5
CC1(C)Cc2cccc(OCC(=O)O)c2O1	-2	1	2	5	10	0.3	-6	-2.4	0
Cc1ccc(OCC(=O)NN2C(=O)c3ccccc3C2=O)c(C)c1	-10	0	12	-1	6	0.7	6	-1.6	-19
O=S(=O)(c1ccc(F)cc1)N1CCN(c2ccccc2)CC1	3	-1	-15[fluorescence artefact?]	-1	6	-0.3	-2	-2.8	-18
O=C(CC(c1ccccc1)c1ccccc1)NCc1cccnc1	5	-2	2	-4	1	0.3	8	0.7	-26
C/C(=C\C(=S)Nc1ccccc1)Nc1ccc2ccccc2c1	-12	4	5	-1	6	-0.1	.	-0.4	-13
N#CC(=C=[N-])c1nc2ccccc2nc1-[n+]1cccc(NC(=O)c2cccs2)c1	14	-2	-6	2	1	1.2	-10	-1.2	3
COc1cccc2cc(S(=O)(=O)c3ccc(C)cc3)/c(=N/NS(=O)(=O)c3ccc(C)cc3)oc12	-7	-1	-2	0	5	1.1	-11	2.3	-3
COc1cc2c(cc1OC)C(c1ccccc1)CC2=O (centres undefined)	-41	1	1	-4	2	0.5	-21	-2.2	3
O=C(CN1C(=O)CCS(=O)(=O)c2ccccc21)NCc1ccccc1	10	2	0[fluorescence artefact?]	2	4	0.0	-18	-2.6	0
COc1ccc(NC(=O)CC2C(=O)N(c3cccc(OC)c3)C(=O)N2CCC(C)C)cc1 (centres undefined)	3	-2	-6	2	3	-2.6	-15	0.7	3
COc1ccccc1CNC(=O)C(Cc1c[nH]c2ccccc12)NC(=O)OCc1ccccc1 (centres undefined)	5	-4	14	-4	2	-0.2	-1	-0.9	-11
O=C(Cc1ccccc1)N1CCC(c2nc(-c3ccc(F)cc3)no2)CC1	-16	-2	-1[fluorescence artefact?]	4	6	-0.5	6	-0.7	-5
O=C(CN1C(=O)C2(OCCO2)c2ccccc21)c1ccc(Br)cc1	4	-1	-5	-2	3	0.4	-8	-1.3	-1
O=C(CSC1=NCCS1)Nc1ccc2ccccc2c1	-3	-3	-2	1	0	0.6	-30	-0.1	-7
CCC(=O)N1CCc2cc(S(=O)(=O)NC(C(=O)Nc3cccc(C)n3)C(C)C)ccc21 (centres undefined)	-11	-1	3	-1	3	-0.9	-48	-0.9	15
CCOC(=O)c1[nH]cnc1C(=O)O	19	-2	-5[fluorescence artefact?]	0	7	0.6	4	0.8	-5
CCCC(=O)Nc1ccc(C(=O)N/N=C2\CC(=O)CC(C)(C)C2)cc1	13	2	3	-1	3	0.3	-7	-1.5	6
CCOc1cc(CNCCO)cc(Br)c1OCc1ccccc1Cl	-13	-3	-5	2	7	-1.2	2	3.5	-7
Cc1nnsc1C(=O)NNS(=O)(=O)c1ccccc1	9	-2	2	-3	3	1.2	4	-0.6	-14
CCOC(=O)c1ccc(N=c2sc(C(=O)OC)cc(=O)n2Cc2ccc3c(c2)OCO3)cc1	6	-1	2	-1	2	0.9	-5	-1.4	7
Cc1ccccc1Oc1nc2c(C)cccn2c(=O)c1/C=C(\C#N)C(=O)NC1CCS(=O)(=O)C1 (centres undefined)	-14	1	-3	-6	0	0.7	-4	2.9	11
COC(=O)C1C(O)=C(C=Nc2cccc3ccccc23)C(=O)CC1(C)C (centres undefined)	5	2	2	-1	0	0.7	1	1.9	10
O=C(NCCc1ccccc1)C1CCCN(C(=O)NC2CCCCC2)C1 (centres undefined)	-11	0	-2	1	6	-0.6	-16	-1.1	9
O=c1c2c(ncn1Cc1ccccc1)nc1n2CCC1	4	-1	13[fluorescence artefact?]	-2	3	1.1	-1	0.4	-1
COc1cc(/C=C(/C#N)C(=O)Nc2ccccc2)ccc1OCc1ccc(C(=O)O)cc1	5	-3	-2	3	8	1.6	-11	1.0	14
CCCCc1ccc(NC(=S)NCCO)cc1	-12	0	3	0	3	2.4	1	-0.7	-9
C#Cc1ccc([C@@H]2C=C(C(=O)O)O[C@H](OCc3ccc(CO)cc3)C2)cc1	-14	2	0	1	-5	2.1	.	-1.7	-9
O=C(O)c1ccccc1NCCO	-7	0	0	3	10	0.5	-3	-0.4	-9
CCCCNS(=O)(=O)C1CCS(=O)(=O)C1 (centres undefined)	19	-2	6[fluorescence artefact?]	-5	-2	0.4	-13	-0.3	2
Oc1[nH]c(=S)sc1C=C1N=c2ccccc2=N1	-15	-1	-3	4	4	0.5	-7	3.0	-12
COc1ccc(CN(CC(=O)NCC2CCCO2)C(=O)CCC(=O)Nc2cc(C)on2)cc1 (centres undefined)	-5	0	-7[fluorescence artefact?]	-7	-1	0.2	-10	0.8	2
CCOc1cc(S(=O)(=O)n2cc(-c3ccc(F)cc3)c(N)n2)cc(OCC)c1OCC	7	-2	2	9	11	-1.2	-18	0.3	16
CC(C)C(=O)Nc1nnc(SCc2cccc(F)c2)s1	3	2	-2	4	8	0.6	-3	0.8	-15
COc1ccc(NS(=O)(=O)c2ccc(Oc3ncccn3)cc2)cc1	10	-4	-2	3	5	-0.6	0	0.6	-3
Cn1nccc1C(=O)N1CCCC(C(=O)c2cccc3ccccc23)C1 (centres undefined)	1	-2	-2	0	8	-0.2	-7	0.3	-8
CCOc1cc(CNCCSc2nnnn2C)cc(Br)c1OCc1ccc(F)cc1	-4	-2	7[fluorescence artefact?]	-2	0	-0.7	-19	41*	1
Cc1ccc([N+](=O)[O-])c(NC2OC(CO)C(O)C2O)c1 (centres undefined)	-17	4	1	3	4	1.9	-16	2.1	-22
CCOc1cccc(N2C(=O)CC(N3CCC(C(N)=O)(N4CCCCC4)CC3)C2=O)c1 (centres undefined)	-9	-1	-2	-1	4	0.6	1	-0.2	-10
COC(=O)c1ccc(NC(=O)c2cccc(OC)c2)cc1	8	-1	5	3	7	0.8	-13	2.5	-7
CCC(C)(C)NC(=O)C(c1ccc(O)cc1)N(C(=O)Cn1nnc2ccccc21)c1ccc(NC(C)=O)cc1 (centres undefined)	-19	0	2	-1	-2	0.2	-12	-0.4	-9
COc1cc(/C=N/NS(=O)(=O)c2ccc(C(C)(C)C)cc2)cc([N+](=O)[O-])c1O	-11	1	0	0	5	0.3	-8	1.3	-2
COC(=O)c1ccc2c(=O)n(C3CCCCC3)c(SCC#N)nc2c1	19	-2	-27	-5	-1	-0.8	1	-0.6	-1
CCNc1nc(ON=C(C)C)nc(N(C)C)n1	2	-2	-2	0	-1	0.9	-1	0.8	-19
CCOc1ccc(C2C=C(c3ccccc3)Nc3nnnn32)cc1 (centres undefined)	0	2	0	1	1	0.2	-8	1.1	-7
CC(C)OC(=O)c1cc2c(ccn2C)n1CC(=O)N(Cc1ccccc1)c1ccccc1	12	0	13	1	6	-0.5	8	0.5	-3
CCCSc1nnc2n(N)c(=O)c3ccccc3n12	0	2	3	-2	5	0.7	-18	0.7	-14
CC1CN(C2CCN(C(=O)c3ccccc3)CC2)CC(C)O1 (centres undefined)	4	-1	-2	4	6	-0.3	-8	-0.2	-1
CCNC(=S)Nc1ccc(C)c(Cl)c1	5	2	4[fluorescence artefact?]	-2	7	0.2	-8	-1.2	-12
O=C(c1ccc(C#CC2(O)CCCCC2)cc1)N1CCN(C(c2ccccc2)c2ccccc2)CC1	-12	-1	0	-4	1	-2.4	-8	1.5	-7

The list goes on.
structure	NPY-Y2 PAM-ag	Wee1 degr inh	eIF4E-4G inh	Ba/F3 V617F tox	BaF3 tox	PERK inh	Mdm2 ligase inh	S1P4 ag	S1P4 antag
COC(=O)c1ccc(NC(=O)CN2CCN(c3ccccn3)CC2)cc1	2	-1	1	-3	-3	0.1	-25	-1.9	-3
COC(=O)COc1cccc2c(=O)n(CC(=O)NCc3ccccc3)ccc12	-18	8	-5	59*	44*	-0.7	-5	-0.8	6
CCOC(=O)C1=C(N)n2c(s/c(=C\c3cccnc3)c2=O)=C(C(=O)OC)C1c1cccnc1 (centres undefined)	-16	10*	.	4	6	0.1	.	-0.9	-2
Cc1cc(C)nc(SCCS(=O)Cc2ccc(Cl)cc2)n1 (centres undefined)	-7	0	2	-4	-2	0.0	-11	1.7	-4
Cc1ccc(N2C(=O)N(C(C)C)C(C)(C)CC2(C)O)cc1 (centres undefined)	4	-1	-3	-4	1	0.1	-3	-1.7	20
CCN1C(=O)C(CC(=O)NCc2ccc(Cl)cc2)N(CC)C1=O (centres undefined)	7	1	-10	0	-1	-0.1	7	-1.4	13
CCOC(=O)N1CCN(C(=O)COc2ccccc2OC)CC1	18	2	5	0	2	1.8	-19	0.3	0
